# Bim-Bcl-2 = human Bim-Bcl-2 interaction inhibition | P10415 | actives 0.06% (n = 190,000) | Bead-based flow cytometry, Bim peptide-Bcl-2 binding | inhibition, % at 10 µM; in the data active = inhibition above about 40%; inconclusive = no clear call, values can overlap the other calls;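 also: 0% = no compound wells with probe peptide and 100% = reference peptide inhibitor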
# GSH fluor = GSH bead compound fluorescence profile; GSH beads flow cytometry, compound fluorescence 488/530 nm; hits give high values; fluorescence (KMESF) at 10 µM; actives 0.25% (n = 190,000); in the data active = fluorescence above about 89;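 also: glutathione beads carrying GST-tagged Bcl family fusion proteins plus one bare bead set; values are compound well signal with DMSO vehicle wells as background; inactives centre near 16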
# Avidin fluor = compound fluoresces at 488/530 nm on avidin beads; compound fluorescence 488/530 nm, flow cytometry; hits give high values; fluorescence (KMESF) at 10 µM; actives 0.38% (n = 220,000); in the data active = fluorescence above about 47; also: inactives centre near 10
# ABCB1 block = inhibitors of human ABCB1 transporter, ABCG2 counter-screen; AID 1326; actives 0.067% (n = 190,000); CCRF-Adr cells, JC-1 efflux, flow cytometry; inhibition, % at 6.6 µM; P08183; in the data active = inhibition above about 40%;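 also: 0% = vehicle and 100% = reference inhibitor; higher value means more JC-1 retained so stronger ABCB1 efflux block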
# Target sequence (P08183 whole entry, looked up): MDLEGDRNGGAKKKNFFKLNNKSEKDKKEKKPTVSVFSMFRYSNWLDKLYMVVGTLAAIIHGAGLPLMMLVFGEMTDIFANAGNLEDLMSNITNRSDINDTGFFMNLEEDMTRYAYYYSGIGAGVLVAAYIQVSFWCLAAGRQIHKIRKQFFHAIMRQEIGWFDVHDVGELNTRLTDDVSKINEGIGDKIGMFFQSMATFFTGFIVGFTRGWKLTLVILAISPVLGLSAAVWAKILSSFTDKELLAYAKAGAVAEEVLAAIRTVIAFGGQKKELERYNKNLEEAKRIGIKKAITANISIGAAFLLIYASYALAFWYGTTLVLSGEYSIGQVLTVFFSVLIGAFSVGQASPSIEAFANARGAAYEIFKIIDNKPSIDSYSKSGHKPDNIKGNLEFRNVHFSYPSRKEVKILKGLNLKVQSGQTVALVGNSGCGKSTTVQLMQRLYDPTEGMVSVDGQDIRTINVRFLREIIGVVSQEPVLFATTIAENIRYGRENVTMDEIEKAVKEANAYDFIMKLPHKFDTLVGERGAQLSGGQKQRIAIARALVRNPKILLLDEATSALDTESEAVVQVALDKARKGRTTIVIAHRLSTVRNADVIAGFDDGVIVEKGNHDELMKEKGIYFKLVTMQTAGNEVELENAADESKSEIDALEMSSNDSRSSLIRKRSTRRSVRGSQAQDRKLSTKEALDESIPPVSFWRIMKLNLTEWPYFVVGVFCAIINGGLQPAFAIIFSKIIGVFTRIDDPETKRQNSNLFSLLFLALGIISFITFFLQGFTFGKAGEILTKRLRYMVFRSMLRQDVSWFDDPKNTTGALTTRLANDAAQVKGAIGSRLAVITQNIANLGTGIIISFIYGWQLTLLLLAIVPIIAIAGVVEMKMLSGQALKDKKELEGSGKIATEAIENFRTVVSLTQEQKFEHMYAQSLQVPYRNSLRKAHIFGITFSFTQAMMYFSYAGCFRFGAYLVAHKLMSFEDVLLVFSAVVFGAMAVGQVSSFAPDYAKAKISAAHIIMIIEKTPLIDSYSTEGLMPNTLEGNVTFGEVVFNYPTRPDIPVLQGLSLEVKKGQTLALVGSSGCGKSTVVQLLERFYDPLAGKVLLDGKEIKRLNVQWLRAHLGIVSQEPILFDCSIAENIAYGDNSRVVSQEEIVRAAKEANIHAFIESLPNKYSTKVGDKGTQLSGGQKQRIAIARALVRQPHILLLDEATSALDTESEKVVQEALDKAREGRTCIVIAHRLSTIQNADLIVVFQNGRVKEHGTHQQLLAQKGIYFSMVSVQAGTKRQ
# Bfl-1 Bim block = human Bim-Bfl-1 interaction inhibition | Q16548 | Bead-based flow cytometry, Bim-Bfl-1 binding inhibition | inhibition, % at 10 µM | actives 0.12% (n = 190,000) | AID 1008;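 also: 0% = wells without compound plus tracer and 100% = blocker peptide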
# Bim-Bcl-B = human Bim-Bcl-B interaction inhibition | actives 0.073% (n = 190,000) | bead-based flow cytometry, Bim peptide-Bcl-B binding | inhibition, % at 10 µM | AID 951 | Q9HD36;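 also: 0% = tracer peptide without compound and 100% = reference inhibitor peptide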
# RGS7-Gao = modulates binding of RGS7 to human Galphao; P09471; Multiplexed bead flow cytometry; actives lie on both sides; binding response (% of control), % at 10 µM; actives 0.35% (n = 220,000); in the data active = binding response below about 49% or above about 150%; inconclusive = no clear call, values can overlap the other calls; inactive = in between;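 also: fluorescent Galphao held in activated GDP-AlF4 state binding bead-coupled RGS7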
# ABCG2 block = inhibitors of human ABCG2 transporter, ABCB1 counter-screen; Q9UNQ0; IgMXP3 cells, JC-1 efflux, flow cytometry; inhibition, % at 6.6 µM; actives 0.1% (n = 190,000); AID 1325;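 active = inhibition above 80%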;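 also: 0% = DMSO and 100% = nicardipine control wells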
#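 Measure – % inhibition of efflux relative to nicardipine and DMSO · Test system – ABCG2 IgMXP3 and barcoded ABCB1 CCRF-Adr cell mix · Control set – nicardipine as high control, DMSO as low control · Compound – one concentration, 6.6 µM final · Signal – flow cytometry of retained JC-1 fluorescence · Timing – 10 min exposure at 25 °C with rotation, no wash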
# RGS4-Gao reg = modulates binding of RGS4 to human Galphao; actives 0.33% (n = 220,000); P09471; binding response (% of control), % at 10 µM; Multiplexed bead flow cytometry; actives lie on both sides; in the data active = binding response below about 49% or above about 150%; inactive = in between;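 also: fluorescent Galphao activated with aluminum fluoride binding bead-coupled RGS4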
# Bim-Bcl-W = disrupts Bim peptide binding to human Bcl-W. Q92843. bead-based flow cytometry. inhibition, % at 10 µM. actives 0.02% (n = 190,000). AID 952;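 also: 0% = bound tracer without compound and 100% = peptide blocker; higher means less fluorescent Bim peptide bound to Bcl-W beads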
# Bim-Bcl-XL = human Bim-Bcl-XL interaction inhibition | Bim peptide-Bcl-XL binding, bead flow cytometry, fluorescence | Q07817 | actives 0.04% (n = 190,000) | inhibition, % at 10 µM
# Numbers without * were called inactive; ? = inconclusive; [ ] = dose if it differs, or a comment. Rule as the data show it, unless noted: active = inhibition above about 40%.
SMILES,Bim-Bcl-2,GSH fluor,Avidin fluor,ABCB1 block,Bfl-1 Bim block,Bim-Bcl-B,RGS7-Gao,ABCG2 block,RGS4-Gao reg,Bim-Bcl-W,Bim-Bcl-XL
Cc1nc2sccn2c1-c1csc(NCc2ccccc2)n1,-5,27,11,1.6,-16,-14,101,20,98,0,-9
COCCn1c(=O)[nH]c2cc(C(=O)NCc3ccccc3)ccc2c1=O,-10,31,6,0.1,-16,-11,96,1,100,-1,2
Cn1c(NC(=O)c2cc(Cl)ccc2Cl)cc(=O)n(C)c1=O,-7,13,7,0.6,-10,-5,104,3,105,-3,-5
CCCCNC(=S)NCCN1CCCCC1,5,14,4,0.1,1,2,102,1,107,1,0
COC(=O)c1cc(C(=O)c2cc(Br)ccc2O)coc1=N,-1,12,7,-0.4,-1,0,102,2,96,-4,-2
COc1ccc(S(=O)(=O)NC(C)C(=O)Nc2ccccc2F)cc1 (stereo unspecified),-6,25,32,0.0,-10,-8,98,0,102,0,-2
O=C(O)CCCCCNC(=O)c1ccccc1Br,-8,13,7,0.1,-8,-6,97,0,98,0,-2
Cc1cc(/C=N/NC(=O)C(O)(c2ccccc2)c2ccccc2)c(C)n1-c1ccc(C(=O)O)cc1,0,11,16,-1.3,-2,2,103,11,101,2,-1
O=C(CSc1nnc2ccccn12)NCc1ccco1,-3,11,10,1.2,-6,-4,100,6,101,-1,-2
COc1cc(C(=O)O/N=C2/C=C(C)C(=O)C=C2C)cc(OC)c1OC,0,9,10,1.1,-2,4,103,16,104,-6,-3
Cc1ccn2c(C(=O)CSc3ccc(Cl)cc3Cl)c(C)nc2c1,4,25,17,0.0,4,3,98,22,99,0,3
COc1ccc(-n2ccnc2CN2CCCC(CO)(Cc3cccc(OC)c3)C2)cc1 (stereo unspecified),-5,10,6,1.4,-8,-3,106,1,101,-4,-1
CCN(CC(=O)Nc1ccc2c(c1)OCCO2)C(=O)c1cccc(S(=O)(=O)N2CCOCC2)c1,-5,31,9,-3.0,-11,-8,102,-3,99,-2,1
O=C(Nc1ccc(Cl)cc1)Nc1cc(S(=O)(=O)N2CCOCC2)ccc1N1CCCC1,0,11,4,0.0,11,-11,103,-1,98,-2,-9
Cc1cc(C(=O)NCCCn2ccnc2)cs1,-14,33,15,0.1,-18,-7,100,-3,103,-3,-8
Cc1ccc(-c2nc(C)sc2CC(=O)Nc2nnc(C)s2)cc1,-5,28,15,1.2,-7,-7,102,15,98,-1,-4
CC1CC(C)CN(C(=O)c2ccncc2)C1 (stereo unspecified),-7,54,10,0.3,-8,-6,101,1,106,3,-6
Cc1cc2nc(C3CCN(Cc4nnnn4Cc4cccs4)CC3)[nH]c2cc1C,-3,7,4,0.4,-5,-4,108,4,112,2,-4
OC(COCc1ccc2c(c1)OCO2)CN1CCN(Cc2ccccc2)CC1 (stereo unspecified),-7,65,13,0.6,-12,-8,104,1,103,3,-7
CCCCOC(=O)c1ccc(NC(=O)C(=O)NCc2ccncc2)cc1,-5,19,17,1.4,-6,-10,95,19,96,-5,-8
Cc1nc2ccccc2nc1N1CCOCC1,-9,62,9,1.0,-13,-9,93,3,92,4,6
c1ccc(CN2c3ccccc3-c3nc4ccccc4n3C2c2ccccn2)cc1 (stereo unspecified),2,10,10,0.8,0,3,99,1,99,-2,0
COc1cccc(-n2c(SCC(=O)N3CCCCC3)nc3c([nH]c4ccccc43)c2=O)c1,-2,17,5,0.5,-2,-2,102,1,99,2,0
O=C(Nc1ccc(-c2nc3ccccc3o2)cc1)c1ccc(N2CCOCC2)c([N+](=O)[O-])c1,0,19,10,-0.5,-3,-2,105,-2,101,-2,-4
O=C(Nc1ccc(Cl)cc1)Nc1ccccc1CC[N+](=O)[O-],-2,11,12,0.5,-5,-2,107,19,104,-2,0

# Further structures follow.
SMILES,Bim-Bcl-2,GSH fluor,Avidin fluor,ABCB1 block,Bfl-1 Bim block,Bim-Bcl-B,RGS7-Gao,ABCG2 block,RGS4-Gao reg,Bim-Bcl-W,Bim-Bcl-XL
O=C(/C=C/Nc1ccc(Br)cc1F)c1ccco1,-1,15,8,1.7,-1,-2,100,16,98,2,-1
Clc1ccc(N=c2ssnc2Cl)cc1,23,10,4,-2.0,24,-89,112,-6,98,-15,-13
Cc1nc(CSc2ccccc2)cc(=O)[nH]1,-3,12,18,1.2,-3,-4,104,5,101,0,-2
CCNC(=O)N1CCOCC1,-1,12,7,0.2,-12,-4,101,2,99,4,-7
CC(C)NC(=O)c1noc2cc([N+](=O)[O-])ccc12,-6,58,7,0.4,-9,-8,108,3,105,-2,-13
O=C(COc1ccc(S(=O)(=O)Nc2ccccc2)cc1)N1CCOCC1,-1,45,11,0.3,1,-3,93,2,94,-3,0
COc1ccc(CCNC(=O)CSC2=Nc3ccccc3C3=NC(C(C)C)C(=O)N23)cc1OC (stereo unspecified),1,11,23,1.0,5,-9,102,3,100,1,-1
COCCn1c(SCC(=O)Nc2cc(C)nn2-c2ccccc2)nnc1-c1ccncc1,-5,18,7,0.2,-12,-8,96,1,102,-3,-8
C=CCn1c(SCc2ccc(Cl)cc2)nc2cc(C(=O)N3CCC(C(N)=O)CC3)ccc2c1=O,2,10,4,1.3,2,-5,98,10,98,-3,-3
COC(=O)Cn1nnc(-c2cccc(OC)c2)n1,-7,14,14,1.4,-6,-5,103,5,105,2,-2
CC(C)N(C(=S)Nc1cc(S(=O)(=O)N2CCOCC2)ccc1Cl)c1ccccc1,-8,17,8,-0.3,-17,-13,100,-3,101,-6,-9
Cc1ccccc1CS(=O)(=O)CC1(O)CCN(C(=O)c2cccc(C(F)(F)F)c2)CC1,-12,33,88*,0.2,-13,-8,157*[activator],5,110,-1,-19
O=C(NC(Cc1c[nH]c2ccccc12)C(=O)NCc1ccc(F)cc1)OCc1ccccc1 (stereo unspecified),-9,9,14,0.6,-14,-6,91,-3,94,-3,-5
COc1ccc(C(=O)NNC(=O)CCCCC(=O)NNC(=O)c2ccc(OC)cc2)cc1,0,13,8,0.2,-2,-3,?,1,99,1,-2
CC(=O)c1c(C)nc(-c2ccc(Cl)cc2Cl)n1O,-11,21,33,0.1,1,-18,99,0,103,0,-6
COc1ccc(C(=O)Nc2cc3c(cc2C#N)OCO3)cc1S(=O)(=O)NCc1ccco1,-5,10,9,-0.5,-15,-6,91,-1,94,2,-2
Cc1cccc(N(C)c2cc(C)nc3nc(C)nn23)c1,-6,15,23,0.1,-5,-8,103,1,100,-3,-6
COC(=O)NNC(=O)C12CC3CC(CC(C3)C1)C2,-6,11,10,0.3,-4,-7,96,13,101,-7,-6
COc1ccc(N(CC(=O)Nc2cc(C)ccc2C)S(=O)(=O)c2ccccc2[N+](=O)[O-])c(OC)c1,-3,10,10,6.9,0,-2,95,46,100,2,-1
O=c1c2ccccc2nc2c3ccccc3c(NCc3cccnc3)nn12,3,12,7,0.9,-2,8,96,6,97,13,17
CCCCc1nc(NCCNC(=O)c2ccco2)c(C#N)c2c1CSC(C)(C)C2,2,36,7,0.4,1,1,92,7,88,2,2
COc1cccc(CN2CCN(S(=O)(=O)c3ccc(Br)cc3)CC2)c1,-14,30,11,0.5,-16,-10,98,3,102,-1,-11
N#CC1=C(N)Oc2n[nH]c(-c3cccs3)c2C1c1ccncc1 (stereo unspecified),-4,9,25,-0.2,-7,-9,99,1,102,-14,-18
O=C(CCCSc1nnnn1-c1ccccc1)c1ccc(F)cc1,-3,4,4,0.5,0,-2,76,2,70,0,-4
COc1ccc(S(=O)(=O)n2nc(-c3cc(OC)c(OC)c(OC)c3)cc2N)cc1OC,-1,16,25,1.0,-5,-7,103,6,106,-2,-6

# Further structures
SMILES,Bim-Bcl-2,GSH fluor,Avidin fluor,ABCB1 block,Bfl-1 Bim block,Bim-Bcl-B,RGS7-Gao,ABCG2 block,RGS4-Gao reg,Bim-Bcl-W,Bim-Bcl-XL
CC(=O)Nc1ncc(Cc2ccc(Cl)cc2Cl)s1,-5,20,11,0.4,-3,-4,103,10,96,0,-3
Cc1ccc(NC(=O)c2cc([N+](=O)[O-])ccc2NCc2cccnc2)cc1,0,22,9,2.5,2,-2,96,7,95,6,3
Cc1c(C(=O)NCc2ccccn2)oc2ccc(S(=O)(=O)N3CCC4(CC3)OCCO4)cc12,-4,14,22,0.4,-6,-11,109,2,108,-3,-6
O=c1[nH]c(=O)n(Cc2ccco2)c2c1C(C(F)(F)F)(C(F)(F)F)N=C(Cc1ccccc1)N2,-5,17,10,0.9,-3,2,100,3,105,-4,-2
Cc1cc(C)c(NC(=S)N(CCN(C)C)Cc2cccs2)c(C)c1,2,19,9,0.2,1,-6,95,2,93,1,3
O=C(CN1C(=O)NC2(CCCCCCC2)C1=O)NCc1cccs1,-4,11,7,-0.1,0,-3,94,1,100,-9,-10
S=c1[nH]nc(-c2ccc3ccccc3n2)n1-c1ccccc1Cl,-1,19,4,-0.1,-9,-16,96,-1,88,-6,-12

# Structures above that have an aryl thioether with sulfur outside any ring, in the order listed:
SMILES,Bim-Bcl-2,GSH fluor,Avidin fluor,ABCB1 block,Bfl-1 Bim block,Bim-Bcl-B,RGS7-Gao,ABCG2 block,RGS4-Gao reg,Bim-Bcl-W,Bim-Bcl-XL
O=C(CSc1nnc2ccccn12)NCc1ccco1,-3,11,10,1.2,-6,-4,100,6,101,-1,-2
Cc1ccn2c(C(=O)CSc3ccc(Cl)cc3Cl)c(C)nc2c1,4,25,17,0.0,4,3,98,22,99,0,3
COc1cccc(-n2c(SCC(=O)N3CCCCC3)nc3c([nH]c4ccccc43)c2=O)c1,-2,17,5,0.5,-2,-2,102,1,99,2,0
Cc1nc(CSc2ccccc2)cc(=O)[nH]1,-3,12,18,1.2,-3,-4,104,5,101,0,-2
COCCn1c(SCC(=O)Nc2cc(C)nn2-c2ccccc2)nnc1-c1ccncc1,-5,18,7,0.2,-12,-8,96,1,102,-3,-8
C=CCn1c(SCc2ccc(Cl)cc2)nc2cc(C(=O)N3CCC(C(N)=O)CC3)ccc2c1=O,2,10,4,1.3,2,-5,98,10,98,-3,-3
O=C(CCCSc1nnnn1-c1ccccc1)c1ccc(F)cc1,-3,4,4,0.5,0,-2,76,2,70,0,-4

# Compound activity deposited in PubChem BioAssay by NMMLSC.
